mcGAS RapidFire: inhibitors of Mus musculus cyclic GMP-AMP synthase, initial high-throughput assay, cell-free, RapidFire MS; actives 0.18% (n = 130,000); recombinant mouse cGAS, cGAMP by RapidFire MS; Q8C6L5; inhibition, % at 12.5 µM;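 active = inhibition of cGAS enzyme activity at or above 60%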;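 also: enzyme stimulated by 45 bp dsDNA with ATP and GTP substrates; cGAMP share of summed cGAMP plus half ATP and half GTP signals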
Target sequence (Q8C6L5 whole entry, looked up): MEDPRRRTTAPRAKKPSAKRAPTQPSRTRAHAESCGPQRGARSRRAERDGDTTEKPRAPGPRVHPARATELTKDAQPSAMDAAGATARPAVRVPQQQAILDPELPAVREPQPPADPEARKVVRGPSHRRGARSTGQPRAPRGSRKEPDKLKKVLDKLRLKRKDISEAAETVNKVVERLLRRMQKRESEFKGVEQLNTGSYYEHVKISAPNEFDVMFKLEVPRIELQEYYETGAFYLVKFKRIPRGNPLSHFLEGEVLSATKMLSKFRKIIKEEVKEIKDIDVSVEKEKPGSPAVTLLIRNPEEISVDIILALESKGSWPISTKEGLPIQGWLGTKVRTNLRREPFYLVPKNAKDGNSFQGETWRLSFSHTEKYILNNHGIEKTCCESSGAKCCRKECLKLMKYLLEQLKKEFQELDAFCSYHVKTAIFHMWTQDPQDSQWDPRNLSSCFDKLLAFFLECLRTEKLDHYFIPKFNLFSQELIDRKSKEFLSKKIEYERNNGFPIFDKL
* hit, by the source's call; & = joins results of further samples. An excerpt. The share of hits here may be higher or lower than overall.

canonical_smiles | mcGAS RapidFire
Cc1cccc(N2CC3ON=C(c4ccccc4)C3C2)c1 (centres undefined) | 1
O=C(CCl)NCCOc1ccc(Cl)cc1 | 4
CC1(C)NNC(=S)NC1=O | -6
CC(C(=O)Nc1ccccc1Cl)N1C(=O)c2ccccc2S1(=O)=O (centres undefined) | -5
O=C(NCCn1cc(SCC(=O)N2CCOCC2)c2ccccc21)c1ccccc1 | -8
CCOC(=O)C1CCN(C(c2cccnc2)c2c(O)cc(C)n(Cc3ccccc3)c2=O)CC1 (centres undefined) | 2
CCc1cccc2c(C(CC(=O)O)c3ccccc3)cn(CC)c12 (centres undefined) | -3
COc1ccc(NC(=O)C(C)n2nc(-c3ccccc3)c3c(c2=O)CCCC3)cc1OC (centres undefined) | -1

(listing goes on)
canonical_smiles | mcGAS RapidFire
NS(=O)(=O)c1ccc(F)c(C(=O)OCC2CCCCC2)c1 | 4
CC(NS(=O)(=O)c1ccc(Br)cc1Cl)c1ccccc1F (centres undefined) | -3
Cc1cccc(CN2CCN(Cc3cc4cc(F)ccc4n3C)CC2)c1 | -61
O=C(C1CCS(=O)(=O)C1)N(CCN1CCCC1)c1ccccc1 (centres undefined) | -54
Cc1nc2sc3c(NCC4CCCO4)ncnc3c2c2c1COC(C)(C)C2 (centres undefined) | 3
CC(=O)c1ccc(N2CCC(O)(CO)CC2)nc1 | -6
CCCCn1ncc(C)c1NC(=O)Cc1c(C)nn(-c2ccccc2)c1C | -6
CNC(=O)[C@@H]1C[C@H](n2cc(-c3ccc(CN4CCC(O)CC4)cc3)nn2)CN1 | -12

The list goes on:
canonical_smiles | mcGAS RapidFire
Cc1ccccc1CNC(=O)CCc1c(C)noc1Cl | 4
FC(F)n1nnn(-c2ccc(Cl)cc2)c1=S | -43
CCC(C(=O)Nc1cc(C2CC2)nn1-c1nc(C)cc(=O)[nH]1)c1ccccc1 (centres undefined) | -3
COC(=O)C1=C(C)NC(C)=C(C(=O)OC)C1c1ccc(OC)cc1 | 6
CC(C)(C)OC(=O)C1(NCc2nccn2CC(F)(F)F)CCCC1 | 4
N#Cc1c(SCC(=O)OCc2ccccc2)nc2c(c1-c1ccc(O)cc1)CCCC2 | -9
CCSc1nnc2[nH]c(=O)cc(N)n12 | -8
COc1cc(C=C2SC(=S)NC2=O)cc(Br)c1O | 12

Going on with the list.
canonical_smiles | mcGAS RapidFire
O=C(c1ccc[nH]1)N1CCC(Cc2n[nH]c(=O)n2-c2ccccc2)CC1 | -12
CCc1nnc(NC(=O)CCc2ncc(-c3ccccc3Cl)o2)s1 | -8
CN(C(=O)CSc1nccn1-c1cccc(F)c1)C1(C#N)CCCCC1 | 2
CC(=Cc1cccs1)C(=O)c1c(C)cc(C)[nH]c1=O | -2
CN(C)c1nccnc1N1CCC(CO)(Cc2ccc(Cl)cc2)CC1 | -15
CC(C)c1cc(CN(C)c2cc(N(C)C)ncn2)on1 | -15
CCn1c(C)c(C(=O)CSc2nccc(=O)[nH]2)c2ccccc21 | 3
Cc1ccccc1Cn1c(=O)c2c(nc3n(CCO)c(C)c(C)n23)n(C)c1=O | 0

Next records
canonical_smiles | mcGAS RapidFire
CN(c1ccccc1)c1nc2ccsc2c(=O)s1 | 10
O=[N+]([O-])c1ccc(Nc2ccc(F)cc2)c(S(=O)(=O)N2CCOCC2)c1 | -6
Cc1nc(CN(C)Cc2ccc(-n3cccn3)cc2)co1 | -29
COCCNC(=O)C(NC(=O)c1cc(-c2cccn2C)on1)c1ccccc1 (centres undefined) | -5
CC1(C(=O)NS(=O)(=O)c2ccccc2C(F)(F)F)CCN1C(=O)CCc1ccccc1 (centres undefined) | -9
CCCC1COCCN1C(=O)c1cnn2ccn(C)c12 (centres undefined) | 2
O=S(=O)(/C=C/c1ccccc1Cl)Nc1cccnc1 | 9
Cc1c(C(C)NC(=O)c2cc(C(C)C)no2)cnn1-c1cccc2ccccc12 (centres undefined) | -8

Carrying on:
canonical_smiles | mcGAS RapidFire
O=S(=O)(Nc1ccc(Cl)cc1)c1ccc(F)c(F)c1F | 0
O=C1CCCN1Cc1nnc(SC/C=C/c2ccccc2)o1 | -5
N#CC(c1nc2ccccc2nc1OCCO)S(=O)(=O)c1ccccc1 (centres undefined) | -14
COc1cc2c3c(c1OC)C1(C=CC(=NNC(N)=S)C=C1)CC3N(C(C)=O)CC2 (centres undefined) | -6
C=CCNC(=O)c1cccnc1-c1ccc(OC)c2ncccc12 | -7
Cc1nn(C)c(Cl)c1S(=O)(=O)N1CCCC(C(=O)c2cccc(OC(C)C)c2)C1 (centres undefined) | -7&-4
Cc1cc(C=O)c(C)n1-c1cc(C(F)(F)F)ccc1N1CCOCC1 | -2
CN1CCN(C(=O)c2c(O)cccc2O)CC1c1ccccc1 (centres undefined) | -34

Carrying on.
canonical_smiles | mcGAS RapidFire
O=C(Nc1nc(-c2ccccn2)cs1)c1nc2ccccc2s1 | -7
CN1CCN(CCCN(C)C(=O)C2(C#N)CCCCC2)CC1 | -13
CC(C)OCCS(=O)(=O)N1CCC(c2ccccc2F)C1 (centres undefined) | -2
COc1ccc(Cl)cc1C(=O)Nc1cc(-c2cccs2)nn1-c1nc(C)cc(=O)[nH]1 | 3
CC(=O)c1cccc(S(=O)(=O)N2CCN(CN3C(=O)CC4(CCCC4)C3=O)CC2)c1 | 1
O=S(=O)(Cc1ccc(F)cc1)Nc1ccc2c(c1)CN(S(=O)(=O)c1ccccc1)CC2 | -7
CN(CC(=O)Nc1cccc(N2CCCC2)c1)c1ccc(Cl)cn1 | -13
CN(Cc1ncnn1C)C(=O)NCC1(c2ccc(F)cc2)CCCC1 | -12&-7

Next part:
canonical_smiles | mcGAS RapidFire
CC(CNS(=O)(=O)N1CCCCCC1)CN1CCCCC1 (centres undefined) | 1
COc1cc(C(=O)Nc2oc3ccccc3c(=O)c2-c2cccc(C)c2)cc(OC)c1OC | -1
Cc1cc(C(=O)O)c2cc(-c3cn[nH]c3)ccc2n1 | -3
CSc1n[nH]c(NCc2cccs2)n1 | -6
COc1ccc(CC(=O)Nc2ncc(C(N)=O)s2)cc1 | -2
O=C(NCc1cc(Cl)c2c(c1)OCCCO2)c1cncn1-c1ccc(F)cc1 | 0
Cc1ccsc1C(CNC(=O)c1ccc2[nH]c(=O)[nH]c2c1)N(C)C (centres undefined) | -9
N#Cc1cnn(-c2ncnc3sc4c(c23)CCC4)c1N | -12

The list goes on.
canonical_smiles | mcGAS RapidFire
CNc1ccc(Cl)cc1C(=O)NCCN(C)S(C)(=O)=O | -13
O=C(N/N=C\c1cccs1)c1cc(C2CC2)nc2ccc(Br)cc12 | -7
Cc1cccc(C(=O)N2N=C(c3ccncc3)CC2(O)C(F)(F)F)c1O (centres undefined) | 4
CC(=O)NC(C)c1ccc(-c2ccccc2C)cc1 (centres undefined) | -43
CCN1CCN(c2nc3c(c(=O)n(C)c(=O)n3C)n2CCSc2nnc(C)s2)CC1 | -5
CC(=O)NCc1ccc(C(=O)C(C)OC(=O)c2ccc[nH]2)s1 (centres undefined) | -3
CCOC(=O)CCNC(=O)NCc1nnnn1-c1ccc(F)cc1 | 0
Cc1ccccc1C1CCN(CCNC(=O)c2cn(-c3ccccc3)nn2)C1 (centres undefined) | -23

Next part.
canonical_smiles | mcGAS RapidFire
Nc1cc(Cl)nc(C(F)(F)F)n1 | -5
Cn1cc(-c2csc(C(O)c3ccccc3)n2)cn1 (centres undefined) | 5
COc1cc(CN2CCCC(OCc3cccnc3)C2)cc(Cl)c1O (centres undefined) | -27
Cc1c(C)n2c3c(=O)n(C)c(=O)n(C)c3nc2n1CC(=O)c1ccc(Cl)cc1 | -6
CN(C)C(CNc1ccc(S(=O)(=O)C(F)F)cc1)c1ccsc1 (centres undefined) | 9
COc1ccc(-c2c[nH]n(-c3ccccc3)c2=O)cc1 | -18
O=C(CCc1nnc(CCCc2ccccc2)o1)N1CCc2ccccc2C1 | -4
NC(=O)c1ccsc1NC(=O)CN1CCCc2ccccc21 | -1

Later entries
canonical_smiles | mcGAS RapidFire
COc1cc(OC)c(NC(=O)c2c(C)noc2C)cc1Cl | -6
CCc1ocnc1-c1nc(C2CCCC2)no1 | -1
Cc1ccsc1[C@@H]1CCN(C(=O)Cn2cc(C)c(=O)[nH]c2=O)C[C@H]1O | -17
CC(C)(CCl)C(=O)N1C(=O)C(C)(C)CSc2ccccc21 | -5
CC(C)c1ccc(C(=O)N2CCCn3cncc3C2)cc1 | -14
CC(C)NC(=O)c1cc2cc([N+](=O)[O-])ccc2s1 | -3
O=C(COc1ccccc1F)Nc1nc2c(s1)CCC2 | -3
COc1ccc(CN(C)Cc2cc(=O)n3ccsc3n2)c(OC)c1 | -9

(list continues)
canonical_smiles | mcGAS RapidFire
CC(=O)c1[nH]c(C)c(C(=O)N2CC[C@@H](c3sccc3C)[C@H](O)C2)c1C | 20
c1ccc2c(c1)nc(C1CCCO1)n2CCC1CCCCC1 (centres undefined) | -8
Cc1ccc(OCc2nccn2C(F)F)c(C(=O)NCC(C)C)c1 | 2
CCN(CC)C(=O)C1CCCN(Cc2nc(-c3ccc4c(c3)OCO4)no2)C1 (centres undefined) | 6
COc1ccccc1/C=C/CN1CCC(n2nccc2NC(=O)CCc2ccccc2)CC1 | -3
O=c1c2c3nc4ccccc4nc3n(CCc3ccccc3)c2ncn1CC1CCCO1 (centres undefined) | -14
CCCCCCCCNC(C)C(O)c1ccc(SC(C)C)cc1 (centres undefined) | -18&-9
CCCCC(C)=NNC(=O)Cn1ccc(C(F)(F)F)n1 | 1

Continuation:
canonical_smiles | mcGAS RapidFire
N#Cc1cnn(-c2ccccc2)c1N | 4
COc1cc(C)c(C(C)NC(=O)c2c(C)oc(C)c2C)cc1OC (centres undefined) | 3
O=C(NC1CCCCC1)C1CCCN(S(=O)(=O)N2CCOCC2)C1 (centres undefined) | -7
O=C1/C(=C/c2cc3ccccc3o2)Oc2cc(O)ccc21 | 1
COc1cccc(C(=O)Nc2c3c(nn2-c2cccc(C)c2C)CSC3)c1OC | -6
COc1ccc(F)c(F)c1CN1CCCC(OCc2ccccn2)C1 (centres undefined) | -34
CCOC(=O)C1(C)CCN1C(=O)c1cccc(C(F)(F)F)c1 (centres undefined) | -11
COc1ccccc1NC(=O)Cn1nc(C2CC2)c2cnn(-c3ccccc3C)c2c1=O | -6

Later entries.
canonical_smiles | mcGAS RapidFire
O=C(CCC1CCCCC1)Nc1c2c(nn1-c1ccc([N+](=O)[O-])cc1)CSC2 | -2
Cc1cc(-n2c(C)cc(CNC3CC(C)(C)NC(C)(C)C3)c2C)no1 | -8
Cc1ccc2c(c1)N(C(=O)Nc1ccc(S(C)(=O)=O)cc1)CC2 | -8
CN(C)C(=O)CN(C)C(=O)C(C)(C)c1cccc(C(F)(F)F)c1 | -9
Cc1cccc(C)c1NC(=O)CN(Cc1ccc2c(c1)OCO2)C1CCCC1 | 7
COc1cccc(-c2nnc(SCc3nc(C(=O)O)cs3)n2-c2ccc(C)cc2)c1 | -4
CCn1c(-c2ccccc2)cnc1SCC(=O)NC1CCS(=O)(=O)C1 (centres undefined) | -7
COc1cccc(Cn2nc(C)c(CNCc3ccco3)c2Cl)c1 | -14

Additional compounds follow:
canonical_smiles | mcGAS RapidFire
Cc1[nH]c2ccc(CNC(=O)CCc3cc(Cl)no3)cc2c1C | -10
COc1cncc(-c2cccnc2OC)c1 | -17
c1csc(-c2nc(CSC3=NCCS3)co2)c1 | -12
Cc1nccn1CCC1CCCCN1C(=O)c1cc(C(C)C)no1 (centres undefined) | -3
O=C(c1ccc(-c2cncnc2)nc1)N1CCC(CCc2ccccc2)CC1 | -13
O=C1NCC2(CCCN(C(=O)c3cnn4c3CCCC4)CC2)O1 (centres undefined) | -6
CC1=C(C(=O)OCC2CCCO2)C(c2ccccc2OCc2ccccc2)NC(=O)N1 (centres undefined) | -9
CC(=O)N(c1nc(CSc2ccc(C)cn2)cs1)C1CC1 | -3

(continued)
canonical_smiles | mcGAS RapidFire
Nc1ccnc(N2CCCC(Cc3cccc(Cl)c3)(C(=O)O)C2)n1 (centres undefined) | -2
O=C(CCN1CCCC(O)C1)N1CCc2ccccc21 (centres undefined) | -3
COc1ccc(Br)c(Cn2c(C)c(C(=O)NCc3ccccc3C(F)(F)F)sc2=O)c1 | -5
COC(=O)c1cc(C)ccc1Oc1ccc([N+](=O)[O-])cn1 | -1
O=S(=O)(c1cccc2nonc12)N1CCOCC1 | 6
CS(=O)(=O)c1ccc(CCNC(=O)NCC2CC=CCC2)cc1 (centres undefined) | -34
Cc1cc(Cl)cc2c1N(C(=O)CCc1cnn(C)c1)CCC2 | -3
O=C(Nc1ccc(Cl)cc1)N1CCCCC1C1OCCO1 (centres undefined) | -5

(continued)
canonical_smiles | mcGAS RapidFire
CCCCOC(=O)C1=C(C)NC2=C(C(=O)CCC2)C1c1ccc(CC)cc1 (centres undefined) | -3
O=S1(=O)CCN2C=C(Cc3ccccc3)SC2=N1 | 8
N#CCCN(C(=O)COC(=O)CCC(=O)c1ccc2c(c1)CCC2)c1ccc(F)cc1 | -13
CCCN(Cc1ccon1)S(=O)(=O)c1ccc(Cl)cc1 | -3
Nc1c(Cl)cc(S(=O)(=O)Nc2cccnc2N2CCOCC2)cc1Cl | -4
CC1CCCC(C)N1C(=O)Cn1cnc2c1c(=O)n(C)c(=O)n2C (centres undefined) | -8
CCCC(=O)Nc1sc2c(c1-c1nc3ccccc3s1)CCN(C(C)=O)C2 | -7

Screening data as filed in PubChem BioAssay.
